D1 potentiator – Potentiators of Human D1 Dopamine Receptor: qHTS. D(1A) dopamine receptor (Homo sapiens), P21728. HEK293 TREx D1 cells, calcium flux, dopamine EC20 potentiation. potentiation, % at 10 µM. hit rate 0.036% among 360,000; in the data active = potentiation above about 30%; note: 0% is about no effect
Target sequence (P21728 whole entry, looked up): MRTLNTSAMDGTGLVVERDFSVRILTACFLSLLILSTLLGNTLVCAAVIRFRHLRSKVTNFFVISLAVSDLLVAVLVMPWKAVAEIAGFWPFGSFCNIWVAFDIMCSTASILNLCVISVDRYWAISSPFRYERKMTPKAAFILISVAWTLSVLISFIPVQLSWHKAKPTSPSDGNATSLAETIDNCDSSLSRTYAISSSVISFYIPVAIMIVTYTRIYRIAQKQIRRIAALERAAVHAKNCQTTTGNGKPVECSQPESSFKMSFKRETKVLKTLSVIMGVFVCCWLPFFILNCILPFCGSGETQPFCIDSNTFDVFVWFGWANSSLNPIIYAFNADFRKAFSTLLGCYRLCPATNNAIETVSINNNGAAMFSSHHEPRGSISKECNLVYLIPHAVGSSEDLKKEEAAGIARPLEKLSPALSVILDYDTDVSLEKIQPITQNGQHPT
Vif-A3F inh – qHTS for Inhibitors of Vif-A3F Interactions: qHTS; HeLa A3F-eYFP + Vif (tagged APOBEC3F with the HIV-1 protein that degrades it), YFP fluorescence increase; hit rate 0.2% among 390,000; Potency, µM (doses to about 46.1 µM), inactives show at the top dose activity, negative = active; note: potency is the fitted concentration of half-maximal effect; % of control where 0% means no effect; nearly all actives have a fitted effect of over 65% in size
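HeLa cells stably expressing A3F-eYFP plus Vif, plated and incubated overnight at 37 deg C, then exposed to compounds overnight at 37 deg C. Blocked degradation read as raised yellow fluorescence (Ex 488/Em 500-530).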
D2 PAM – HTS Assay for Positive Allosteric Modulators of the Human D2 Dopamine Receptor: Primary Screen for Potentiators; D(2) dopamine receptor (Homo sapiens), P14416; HEK293 T-REx D2, calcium flux, EC20 dopamine potentiation; potentiation, % at 10 µM; hit rate 0.34% among 340,000;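 active = potentiation over 3 SD above the plate norm, cut at about 30% in these data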; note: 0% is about no effect
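Tetracycline-induced Hek293 Trex D2 cells, force-coupled to calcium, loaded with no-wash calcium dye. Compound added with 180 s kinetic read for agonism, then EC20 dopamine and a further 180 s read for potentiation.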
RXFP1 antag – qHTS Assay for Antagonists of the Relaxin Receptor RXFP1; HEK293-RXFP1, relaxin-stimulated cAMP HTRF, 30 min; stronger effect = lower value; activity change, negative = inhibition, % at 57.5 µM; Relaxin receptor 1 (Homo sapiens), Q9HBX9; hit rate 0.59% among 350,000; AID 1259400, 2018;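 active = activity change of -60% or lower, but not beyond a set lower limit; inconclusive = change between -60% and -40%, or beyond the set limit; inactive = change above -40%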; note: % is set by controls: 0 for no effect and ±100 for the full control effect
D1 agonist – Allosteric Agonists of the Human D1 Dopamine Receptor: qHTS; D(1A) dopamine receptor (Homo sapiens), P21728; hit rate 1% among 360,000; AID 504660, 2011; HEK293 T-REx D1 cells, calcium flux, agonist mode; activation, % at 2 µM; in the data active = activation above about 30%; note: 0% is about no effect
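Agonism was scored from calcium flux recorded over 180 s (1 read/s) after pintool compound addition, following a 10-cycle baseline. Cells were inducible force-coupled HEK293 TREx D1, plated overnight at 30 C and loaded with no-wash calcium dye.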
D1 antagonist – Antagonist of Human D 1 Dopamine Receptor: qHTS. AID 504652, 2011. D(1A) dopamine receptor (Homo sapiens), P21728. activity change, negative = inhibition, % at 10 µM. hit rate 3.2% among 360,000. HEK293 TREx D1 cells, calcium flux, dopamine EC80; stronger effect = lower value; in the data active = activity change below about -30%; note: % is set by controls: 0 for no effect and ±100 for the full control effect
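HEK293 T-REx cells expressing inducible, force-coupled D1 receptor; no-wash Ca dye, 30–90 min RT. Cmpd → 180 s read at 1 Hz → EC80 DA → 180 s read.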
RXFP1 agonist – qHTS Assay for Agonists of the Relaxin Receptor RXFP1 | Relaxin receptor 1 (Homo sapiens), Q9HBX9 | hit rate 0.3% among 370,000 | HEK293T-RXFP1 cAMP TR-FRET, 30 min; response scale: percent of porcine relaxin response, buffer zero | Potency, µM (highest dose often 57.5 µM), for the others: at the highest dose activation, most hits filed as activators; note: potency is the fitted concentration of half-maximal effect; % is set by controls: 0 for no effect and ±100 for the full control effect; nearly all actives have a fitted effect of over 60% in size; many of its hits are not listed in these tables
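HEK293 cells stably expressing RXFP1, treated 30 min at 37C with compounds plus PDE4 inhibitor Ro 20174; cAMP measured by HTRF TR-FRET. Normalized to buffer and 29 nM porcine relaxin; EC50 by Hill fit.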
Glioma ERSR ind – qHTS for Inducers of the Endoplasmic Reticulum Stress Response (ERSR) in Human Glioma: qHTS | U87-MG GRP78 promoter luciferase reporter, 16 h | Potency, µM, for the others: at the highest dose activation, usual class: activators | hit rate 0.02% among 420,000 | AID 602332, 2012; note: potency is the fitted concentration of half-maximal effect; series mostly up to about 76 µM; % of control where 0% means no effect; nearly all actives have a fitted effect of over 35% in size
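ERSR induction read as luciferase luminescence (Bright-Glo, 10 min at room temperature) in stably transfected human U87-MG glioma cells exposed to compounds for 16 h, using GRP78 as sensor.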
Vif-APOBEC3G blk – qHTS for Inhibitors of Vif-A3G Interactions: qHTS. DNA dC->dU-editing enzyme APOBEC-3G (Homo sapiens), Q9HC16. HeLa A3G-eYFP + Vif (tagged APOBEC3G with the HIV-1 protein that degrades it), YFP fluorescence, overnight. Potency, µM (top dose mostly 46.1 µM), without a hit: top-dose activity, negative = active, actives largely listed as inhibitors. hit rate 0.076% among 410,000. AID 602310, 2012;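 note: potency is the fitted concentration of half-maximal effect; % is set by controls: 0 for no effect and ±100 for the full control effect; nearly all actives have a fitted effect of over 60% in size; hits raise eYFP signal because A3G escapes Vif-driven loss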
Target sequence (Q9HC16 whole entry, looked up): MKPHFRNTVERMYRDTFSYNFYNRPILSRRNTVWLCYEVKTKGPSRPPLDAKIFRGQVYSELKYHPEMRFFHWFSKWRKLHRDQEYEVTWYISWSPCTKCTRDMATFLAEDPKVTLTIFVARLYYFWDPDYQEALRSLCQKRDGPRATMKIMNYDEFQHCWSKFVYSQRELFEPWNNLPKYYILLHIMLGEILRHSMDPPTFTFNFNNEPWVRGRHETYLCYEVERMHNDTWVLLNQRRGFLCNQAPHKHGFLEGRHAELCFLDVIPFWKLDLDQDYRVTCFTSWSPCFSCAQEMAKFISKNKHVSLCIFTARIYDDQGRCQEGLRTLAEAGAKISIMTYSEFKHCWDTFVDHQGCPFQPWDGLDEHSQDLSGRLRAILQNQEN
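Read-out is eYFP fluorescence (Ex 488/Em 500-530) from Vif-expressing HeLa A3G-eYFP cells; more signal means A3G escaped Vif-mediated degradation. Cells plated overnight, compound pinned in, incubated overnight at 37 deg C.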
* hit, by the source's call; ? = inconclusive; . = not tested or not shown. Unless noted, calls come from the whole dose curve; as a rule, active = well fitted curve in the direction sought with a large enough effect; inconclusive = small, poorly fitted or top-dose-only effect, or another doubt; inactive = no such curve, though single readings can be large; an effect the other way counts as inactive or inconclusive. A portion of the library. The share of hits here may be higher or lower than overall.

SMILES	D1 potentiator	Vif-A3F inh	D2 PAM	RXFP1 antag	D1 agonist	D1 antagonist	RXFP1 agonist	Glioma ERSR ind	Vif-APOBEC3G blk
Cc1ccccc1Nc1nc(N)nc(COC(=O)c2cccc(S(=O)(=O)N(C)C)c2)n1	-3	2%	1	.	4	-12	-0.4%	-1%	0%
COc1ccccc1-c1ocnc1C(=O)N1CCN(C(=O)C(c2ccccc2)c2ccccc2)CC1	-6	-14%	.	-13	0	-21	-1.0%	-1%	-5%
Cc1cc(C)c(C)c(S(=O)(=O)N2CCSCC2)c1C	4	-14%	5	-5	8	3	2.0%	0%	2%
CC1CCc2c(sc3ncn(CCO)c(=O)c23)C1 (configuration not stated)	-6	1%	-5	1	0	-14	9.0%	0%	1%
Cc1ccc(S(=O)(=O)Oc2ccccc2/C=N/NC(=O)c2nn(C)cc2[N+](=O)[O-])cc1	-1	0%	-4	8	3	-4	-0.7%	-2%	-9%
COc1ccc(C(=O)Nc2ccc(S(=O)(=O)N3CCOCC3)cc2)cc1	.	5%	.	-5	.	.	.	3%	-2%
Cc1ccc(C2Nc3ccc4ccccc4c3C3=C2C(=O)CC(C)(C)C3)o1 (configuration not stated)	-10	-18%	2	-7	1	-16	2.6%	-1%	-5%
O=C(O)c1cccc(N2CCCC2=O)c1	11	-2%	-8	-13	1	24	-5.3%	0%	2%
Cc1ccc(CNC(=O)CCCc2c[nH]c3ccccc23)cc1	-3	9%	-11	-1	2	1	3.6%	-1%	-2%
CC(C)c1ccccc1NC(=S)NC(C)c1ccccc1 (configuration not stated)	-7	?	10	19	3	-16	-0.4%	-4%	0%
CC(C)(C)c1ncc(S(=O)(=O)c2ccc(C(F)(F)F)cn2)c(N)n1	-2	-19%	-5	3	11	3	1.5%	-5%	2%
CCOC(=O)C1=C(C)n2c(s/c(=C3\C(=O)Nc4ccccc43)c2=O)=NC1c1ccc(OC)cc1 (configuration not stated)	1	-10%	8	-10	2	-10	1.1%	-4%	0%
Cc1ccc(C(=O)Nc2nc3ccccc3c(=O)s2)cc1	9	-4%	-1	-23	3	17	?	3%	0%
COc1ccccc1CC(NC(C)=O)C(=O)NC1CCN(C(=O)NCc2ccccc2)CC1 (configuration not stated)	-3	-9%	-5	1	1	22	0.0%	-4%	-2%
Cc1ccc(C)c(NC(=O)CSc2nc(-c3ccccc3Cl)nc3c2Cc2c(CO)cnc(C)c2O3)c1	3	2%	4	-9	-1	2	2.5%	-4%	-1%
CCOc1ccc(Br)cc1C1C(C(=O)OC)=C(N)Oc2cc(N(C)C)ccc21 (configuration not stated)	3	1%	5	2	1	10	1.0%	-4%	?
O=C1C=C(NC(=O)Nc2ccc(Cl)c(Cl)c2)CCC1	-9	12%	-6	14	13	-54*	1.5%	1%	2%
CC1(C)Oc2cc(N)c([N+](=O)[O-])cc2O1	9	-9%	3	5	2	0	0.3%	7%	-8%
Cc1ccc(S(=O)(=O)N2CCCCC2)cc1C(=O)NCCN1CCOCC1	0	1%	11	-2	0	2	2.2%	-2%	-1%
Cn1c(=O)c2c(ncn2CC(=O)OCC(=O)NCc2ccccc2Cl)n(C)c1=O	3	-6%	-6	-13	3	-6	1.3%	-2%	2%
CC(C)(C)NC(=O)C(c1ccc(F)cc1)N(CCc1ccccc1)C(=O)c1ccn[nH]1 (configuration not stated)	0	6%	-4	-16	0	15	-0.4%	-3%	0%
COc1ccc(NC(=O)CN2C(=O)c3cccc4cccc2c34)c(OC)c1	-3	-3%	-5	4	1	-10	1.3%	-6%	1%
O=C(NN=C1CCCCCCC1)c1ccccn1	1	7%	2	18	2	-6	-0.4%	8%	-4%
CCOc1ccc(OCC(=O)NCCS(=O)(=O)N2CCN(c3ccc(OC)cc3)CC2)cc1	2	2%	6	2	2	7	12%	1%	11%
CCn1nnc(NC(=O)c2ccc(-c3ccc(Cl)cc3)o2)n1	4	-2%	9	7	0	1	-0.7%	3%	2%

Sorted by molecular weight (lowest first): part of the list above
SMILES	D1 potentiator	Vif-A3F inh	D2 PAM	RXFP1 antag	D1 agonist	D1 antagonist	RXFP1 agonist	Glioma ERSR ind	Vif-APOBEC3G blk
CC1CCc2c(sc3ncn(CCO)c(=O)c23)C1 (configuration not stated)	-6	1%	-5	1	0	-14	9.0%	0%	1%
Cc1cc(C)c(C)c(S(=O)(=O)N2CCSCC2)c1C	4	-14%	5	-5	8	3	2.0%	0%	2%
CCn1nnc(NC(=O)c2ccc(-c3ccc(Cl)cc3)o2)n1	4	-2%	9	7	0	1	-0.7%	3%	2%
COc1ccc(NC(=O)CN2C(=O)c3cccc4cccc2c34)c(OC)c1	-3	-3%	-5	4	1	-10	1.3%	-6%	1%

Remaining list, next part
SMILES	D1 potentiator	Vif-A3F inh	D2 PAM	RXFP1 antag	D1 agonist	D1 antagonist	RXFP1 agonist	Glioma ERSR ind	Vif-APOBEC3G blk
Cc1cc(C)cc(NC(=O)CSc2nc3c(oc4ccccc43)c(=O)n2-c2ccccc2F)c1	-1	9%	-1	.	2	-9	-2.0%	-2%	6%
COc1ccc(NC(=O)c2cccc3ccccc23)cc1	2	0%	-2	-17	4	2	-1.0%	3%	11µM*
CCCCC(=O)Nc1cccc(-c2nc3ccccc3s2)c1	0	-4%	7	.	0	9	0.3%	1%	-1%
Cc1ccc2c(c1)c1c(c(=O)n(-c3cccc(Cl)c3)c(=O)n1C)n2C	-1	1%	.	.	-1	4	1.0%	0%	1%
CC(=O)c1cc2c(cc1NC(=O)CSc1nc3ccccc3[nH]1)OCO2	0	.	8	.	0	-5	0.8%	.	.
Cc1cccc(NC(=O)C2CCN(S(=O)(=O)c3ccc(F)cc3)CC2)c1C	-1	2%	10	-5	3	-5	3.7%	-3%	3%
CCOC(=O)CNC(=O)CNC(=O)c1nn(-c2ccc(OC)c(OC)c2)c(=O)c2ccccc12	-5	-15%	-3	-6	1	2	14%	0%	0%
Brc1cccc(OCCN2CCCCC2)c1	-10	5%	-21	-1	6	10	-0.2%	-3%	0%
COc1ccc2[nH]c(C(=O)Nc3ccc(C)c(F)c3)cc2c1	-6	9%	12	-12	5	5	12%	6%	-1%
Cc1ccc(/C=N/NC(=O)c2ccc(OC3CCCC3)cc2)o1	0	7%	14	-4	5	-21	1.4%	6%	-1%
COc1cc(NC(=O)Cc2ccccc2)nc(OC)n1	10	-3%	5	2	1	1	1.2%	-1%	0%
O=C(Nc1ccccc1)N(Cc1ccccc1)CC(O)C(F)(F)F (configuration not stated)	-2	1%	-6	-9	3	6	-0.8%	-4%	-2%
CCC(=O)Nc1nnc(SCc2ccccc2F)s1	-4	-1%	-4	-4	1	-8	-0.3%	-3%	0%
Cc1ccc(NC(=O)c2cc(C)nc3ccccc23)c(C)c1	-7	-10%	-4	5	0	8	-4.9%	-3%	-1%
O=C(Nc1cccc(S(=O)(=O)NC2=NCCC2)c1)c1cc(-c2ccccn2)nc2ccccc12	0	-9%	5	4	2	-6	3.6%	1%	-16%
Cc1cccc(-n2c(=O)c3ccccc3n(Cc3ccccc3C#N)c2=O)c1	4	0%	0	.	0	10	3.4%	-3%	-6%
Cc1ccnc(SCc2cn3c(C)cccc3n2)n1	-12	-12%	11	-8	0	-21	15%	2%	0%
N#Cc1ccc(-c2ccc(F)cc2)nc1Sc1ccccc1	-6	5%	9	-9	12	13	14%	-4%	-3%
O=C(NCC1CCN(Cc2cccc(Cl)c2)CC1)Nc1ccc(F)c(Cl)c1	-4	12%	-17	-33	21	-6	1.1%	-6%	-5%
CCc1ccc(NC(=O)C2CCN(S(C)(=O)=O)CC2)cc1	-7	-7%	13	-8	3	-14	0.8%	-6%	-4%
COc1ccc(/C=N/NC(=O)c2ccc(CN3C(=O)c4cccc5cccc3c45)cc2)cc1O	-3	2%	10	4	1	8	4.6%	2%	1%
CSc1ncc(C(=O)N2CCN(c3cccc(C(F)(F)F)c3)CC2)c(C)n1	-1	-5%	-1	3	1	-6	-0.3%	-3%	0%
COCCNC(=S)N(CCc1c(C)[nH]c2ccccc12)Cc1ccco1	-9	-3%	2	-5	6	-23	-1.8%	-4%	-7%

Just Vif-A3F inh (four entries from above):
| smiles | Vif-A3F inh |
| --- | --- |
| CCC(=O)Nc1nnc(SCc2ccccc2F)s1 | -1% |
| Cc1ccc(NC(=O)c2cc(C)nc3ccccc23)c(C)c1 | -10% |
| O=C(Nc1cccc(S(=O)(=O)NC2=NCCC2)c1)c1cc(-c2ccccn2)nc2ccccc12 | -9% |
| Cc1cccc(-n2c(=O)c3ccccc3n(Cc3ccccc3C#N)c2=O)c1 | 0% |

Source: PubChem BioAssay (National Center for Advancing Translational Sciences (NCATS))
